# Screening data (PubChem)
# MIN6 prolif = inducers of beta-cell replication in MIN6 cells | MIN6 cells proliferation, ATPlite luminescence, 48 h; cells starved in 0.2% serum; 100% = growth in 10% serum | proliferation, % at 10 µM | 330,000 tested, 0.29% active;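 active means compounds whose signal lies at least 3.5 SD above the mean of all wells on their plate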;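 further: 0% = DMSO-treated cells in low-serum medium and 100% = 10% serum control; some compounds called inactive have numbers as strong as hits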
# tim10-1 inh = tim10-1 yeast growth inhibition; S. cerevisiae tim10-1 ts strain growth, BacTiter-Glo, 24 h; inhibition, % at 20 µM; 330,000 tested, 2.2% active;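 active means inhibition of at least 40%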;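 further: mutant grown at 25 °C; 0% = DMSO wells with yeast and 100% = wells holding no yeast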
# NLRP3 yeast inh = NALP3 inhibition in yeast; 330,000 tested, 0.39% active; Yeast reconstituted NLRP3/ASC/caspase-1, beta-gal luminescence, 24 h; inhibition, % at 10 µM; AID 2825;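 active means inhibition of 50% or more; inactive means inhibition below 50%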;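 further: plate controls were induced DMSO wells for no effect and uninduced yeast grown without galactose for full effect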
# mIAP activ = increases mouse intestinal alkaline phosphatase activity; activation factor at 10 µM; muIAP, CDP-Star luminescence, 30 min; active compounds read high; 1 = vehicle-only enzyme signal, 0 = enzyme-free wells; 330,000 tested, 0.24% active;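 active means activation factor of at least 2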; further: the source names both 10 and 20 µM as test concentration; values of inactives mirror those of a sister screen read the other way
#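 also added = chemiluminescent substrate CDP-Star | test system = mouse IAP enzyme | signal = chemiluminescence readout | compound = DMSO-dissolved test compounds | incubation = 30 min at room temperature | benchmarks = DMSO wells, no-enzyme wells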
# mIAP block = mouse IAP inhibition | purified mouse IAP, CDP-Star luminescence, 30 min | inhibition, % at 10 µM | 330,000 tested, 0.2% active | AID 2806;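 active means inhibition of at least 40% at 10 µM in the primary screen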;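 further: plate controls were DMSO with enzyme for no effect and no enzyme wells for full effect; values of inactives mirror those of a sister screen read the other way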
# APOBEC3A inh = inhibitors of human APOBEC3A DNA deaminase; recombinant A3A, FAM/TAMRA ssDNA deamination fluorescence; inhibition, % at 20 µM; 330,000 tested, 0.41% active;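 active means at least 40% inhibition at 20 µM here, with at most 30% in a related deaminase screen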;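 further: plate controls were A3A with DMSO for no effect and wells lacking A3A enzyme for full effect; some results filed as inactive read as strong as hits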
# Target sequence (P31941 whole entry, looked up): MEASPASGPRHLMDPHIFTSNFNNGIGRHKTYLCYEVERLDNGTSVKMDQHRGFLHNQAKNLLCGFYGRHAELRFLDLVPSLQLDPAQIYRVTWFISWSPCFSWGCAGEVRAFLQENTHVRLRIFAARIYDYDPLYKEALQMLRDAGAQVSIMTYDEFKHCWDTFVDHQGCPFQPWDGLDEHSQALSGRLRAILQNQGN
# TIM10 inh = growth inhibitors of TIM10 yeast strain; inhibition, % at 10 µM; 330,000 tested, 1.4% active; S. cerevisiae TIM10 strain growth, BacTiter-Glo luminescence, 24 h;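 active means inhibition of 40% or more at the single tested concentration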;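 further: wild-type TIM10 isogenic control strain grown at permissive 25 °C; 0% = DMSO yeast wells and 100% = minimal medium wells without yeast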
# A3G deaminase = inhibitors of human APOBEC3G DNA deaminase; recombinant A3G, ssDNA deamination FAM/TAMRA fluorescence; inhibition, % at 20 µM; 330,000 tested, 0.28% active;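 active means inhibition of at least 40% at 20 µM, with no more than 30% in the related APOBEC3A deaminase screen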;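 further: plate controls were DMSO wells with A3G for no effect and wells lacking A3G enzyme for full effect; some compounds called inactive have numbers as strong as hits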
# Target sequence (Q9HC16 whole entry, looked up): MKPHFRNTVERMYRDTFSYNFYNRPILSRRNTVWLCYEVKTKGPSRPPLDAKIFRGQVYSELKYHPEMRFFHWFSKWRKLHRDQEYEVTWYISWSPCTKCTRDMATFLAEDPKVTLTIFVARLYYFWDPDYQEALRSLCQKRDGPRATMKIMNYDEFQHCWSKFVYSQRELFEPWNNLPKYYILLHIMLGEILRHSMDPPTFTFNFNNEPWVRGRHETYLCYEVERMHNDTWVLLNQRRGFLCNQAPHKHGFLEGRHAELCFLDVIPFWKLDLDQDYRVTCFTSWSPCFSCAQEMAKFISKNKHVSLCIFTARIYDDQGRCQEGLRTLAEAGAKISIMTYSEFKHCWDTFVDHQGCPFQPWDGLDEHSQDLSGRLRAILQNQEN
# hIAP block = blocks human intestinal alkaline phosphatase; AID 2544; P09923; inhibition, % at 10 µM; 330,000 tested, 0.12% active; purified IAP, CDP-Star luminescence, 30 min;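 active means inhibition reaching a set limit with compound at 10 µM in the primary screen, cut at about 35% in these data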;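 further: plate controls were DMSO wells with enzyme for no effect and no-enzyme buffer wells for full effect; values of inactives mirror those of a sister screen read the other way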
# * hit, by the source's call.
# Results follow in this order: MIN6 prolif	tim10-1 inh	NLRP3 yeast inh	mIAP activ	mIAP block	APOBEC3A inh	TIM10 inh	A3G deaminase	hIAP block
CC(=O)Nc1ccc(S(=O)(=O)Nc2nc3ccccc3nc2N2CCCCCC2)cc1
 : -3	27	13	1.1	-11	3	24	-1	-11
CC(=O)/C(=C/N(C)C)Sc1ccc(C)cc1
 : 3	-18	-4	0.99	1	-4	-2	-10	1
CSc1nc(C2CC2)cc(-c2cccs2)c1C#N
 : -4	1	16	0.86	14	3	13	-3	8
CCOC(=O)COc1ccc(/C=C2\NC(=S)N(CC)C2=O)cc1
 : 0	40	2	0.95	5	-6	18	-13	5
CCOc1ccc(/C=N/n2cnnc2)cc1
 : -2	13	-4	0.95	5	-2	7	-8	14
O=C(CSc1nnc(NC(=O)CN2CCOCC2)s1)Nc1ccccc1
 : 0	-10	-1	0.92	8	-6	-11	-9	3
Cc1cc(C)c(NC(=O)Cn2nnc(C(=O)NCc3ccco3)c2N)c(C)c1
 : -1	-11	16	0.93	7	2	-5	-4	18
OC(C#CCN1CCCCC1)(c1ccccc1)c1ccccc1
 : -4	-28	10	1	-1	-1	-61	-3	-21
O=C(N/N=C/C=C/c1ccccc1)c1cc(C2CC2)[nH]n1
 : -1	-7	-1	0.98	2	1	12	-8	-67
S=c1[nH]nc(COc2ccccc2)n1/N=C/c1ccccc1Cl
 : 0	35	15	1	-1	-1	29	13	8
Clc1ncc(CN2CCN(Cc3ccccc3)CC2)s1
 : -2	-5	25	1	-1	2	-4	-6	-4
CN(c1ccc(OCC(=O)OCC(=O)Nc2ccc(Br)cc2)cc1)S(=O)(=O)c1cccs1
 : -1	15	-7	1.1	-12	-1	-4	-2	-12
CN(C(=O)CSc1nnc(-c2ccco2)n1C)C1CCCCC1
 : 3	10	0	0.94	6	-4	-2	-7	14
O=C(c1ccc(Cl)cc1)c1cnc(-c2ccc(Cl)cc2)s1
 : -5	8	16	0.92	8	-2	3	-5	-13
Cc1cccc(C)c1NC(=O)C1CC(=O)N(C(C)C)C1 (stereo not drawn)
 : 2	15	-14	0.88	12	0	-3	-4	7
CCCNC(=O)Cc1cc(=O)[nH]c(=O)[nH]1
 : 0	-15	8	1.1	-8	-2	7	-4	-6
CN1C(=O)N(CC(=O)N2CCN(S(=O)(=O)c3ccc(Cl)s3)CC2)C(=O)C12CCCCC2
 : -3	-5	20	1.1	-5	32	11	3	8
O=C(CSc1ccc(-c2cccc([N+](=O)[O-])c2)nn1)N1CCCC1
 : 2	27	-33	1.1	-5	-8	6	-6	8
CC(=O)c1ccc(NC(=O)COC(=O)/C=C/c2cccs2)cc1
 : -2	7	13	1.1	-8	-4	-7	-8	-8
CC(C(=O)NCC1CCCCC1)N1CCN(S(=O)(=O)/C=C/c2ccccc2)CC1 (stereo not drawn)
 : 2	41*	-15	1.1	-8	-3	20	-5	-18

# Among those listed so far, these have two or more sulfur atoms.
# Results follow in this order: MIN6 prolif	tim10-1 inh	NLRP3 yeast inh	mIAP activ	mIAP block	APOBEC3A inh	TIM10 inh	A3G deaminase	hIAP block
CSc1nc(C2CC2)cc(-c2cccs2)c1C#N
 : -4	1	16	0.86	14	3	13	-3	8
O=C(CSc1nnc(NC(=O)CN2CCOCC2)s1)Nc1ccccc1
 : 0	-10	-1	0.92	8	-6	-11	-9	3
CN(c1ccc(OCC(=O)OCC(=O)Nc2ccc(Br)cc2)cc1)S(=O)(=O)c1cccs1
 : -1	15	-7	1.1	-12	-1	-4	-2	-12
CN1C(=O)N(CC(=O)N2CCN(S(=O)(=O)c3ccc(Cl)s3)CC2)C(=O)C12CCCCC2
 : -3	-5	20	1.1	-5	32	11	3	8

# Continuation:
# Results follow in this order: MIN6 prolif	tim10-1 inh	NLRP3 yeast inh	mIAP activ	mIAP block	APOBEC3A inh	TIM10 inh	A3G deaminase	hIAP block
O=C(NC(=S)Nc1ccccc1N1CCCC1)c1cccc(F)c1
 : -3	52*	-28	0.79	21	-5	52*	-7	-5
CC1(C)Cc2ccccc2C(CSc2ccccc2C(=O)O)=N1
 : -3	30	-4	0.88	12	5	4	-1	12
CC1(C(=O)O)CCC(C(=O)Nc2ccc3ccccc3c2)C1(C)C (stereo not drawn)
 : 1	9	-4	1	-4	-2	4	-12	-2
CSCC[C@H](Nc1ncnc2sc(C)c(C)c12)C(=O)O
 : -4	10	2	1	-3	1	-6	-2	-8
COc1ccc2sc(N(CCCN(C)C)C(=O)c3ccc(S(=O)(=O)N(C)C4CCCCC4)cc3)nc2c1
 : -7	38	12	0.94	6	-1	32	-5	8
CCOC(=O)C1CCCN(C(=O)c2ccc(OC)c([N+](=O)[O-])c2)C1 (stereo not drawn)
 : -1	-7	17	0.98	2	0	-4	0	10
CC(=O)Nc1c(-c2cc(=O)oc3cc(C)ccc23)oc2ccccc12
 : 1	22	-4	0.9	10	-5	8	-11	-9
C/C(=N\Nc1ccc([N+](=O)[O-])cc1)c1ccc(N2CCOCC2)cc1
 : -3	-70	22	0.79	22	-2	-41	-6	22
Fc1ccccc1-c1nnc2ccc3ccccc3n12
 : 0	10	0	0.89	11	-3	-7	-9	19
COc1ccc(/C=C/C(=O)OCn2c(SC)nnc(C)c2=O)cc1OC
 : -1	6	14	0.9	10	1	-4	0	-2
CCN(CC)Cc1nc2sc(C)c(C)c2c(=O)[nH]1
 : -4	1	19	0.95	5	0	14	-1	-14
CCOC(=O)C1CCN(C2=C(NS(=O)(=O)c3ccc(Cl)cc3)C(=O)c3ccccc3C2=O)CC1
 : -2	19	3	1	-4	0	7	-3	11
NC(=O)c1cnn2c1NC(c1ccc(F)cc1)CC2C(F)(F)F (stereo not drawn)
 : -2	9	2	1	-1	0	1	-2	-2
C#CCNC(=O)C1=C[C@@H](c2coc3ccccc3c2=O)C[C@@H](OCCCCO)O1
 : -4	11	18	1.1	-7	-4	-2	-12	0
Cc1nc(Cl)c(Cl)n1CCOc1ccccc1
 : -1	7	13	1	-4	-2	9	-3	-11
COc1cccc(CNC(=O)CCS(=O)(=O)c2ccc3c(c2)NC(=O)C(C)S3)c1 (stereo not drawn)
 : 1	13	16	0.88	12	0	1	-3	-2
COC(=O)c1[nH]c2cccc(OC)c2c1NC(=O)CN1CCN(c2cccc(OC)c2)C(C)C1 (stereo not drawn)
 : 0	6	20	1	-2	-1	12	-6	-13
Cc1ccc(C(=O)Nc2cc(C(F)(F)F)ccc2-n2cncn2)o1
 : 3	14	14	1	-1	1	18	2	2
Brc1cccc(OCCN2CCOCC2)c1
 : -1	-4	9	1.1	-11	-2	-9	-4	-20
O=C(Cn1cc(C(F)(F)F)ccc1=O)N/N=C/c1ccccc1O
 : -3	5	14	1	-4	-2	5	-1	-57

# The listing continues.
mol | MIN6 prolif | tim10-1 inh | NLRP3 yeast inh | mIAP activ | mIAP block | APOBEC3A inh | TIM10 inh | A3G deaminase | hIAP block
O=C(Cc1csc(N2CCOCC2)n1)N/N=C/c1cccc(O)c1 | 0 | 1 | 11 | 0.99 | 0 | -1 | -9 | -7 | 14
O=C(NCc1cc([N+](=O)[O-])ccc1O)c1cccnc1Sc1ccccc1 | -3 | 15 | 8 | 0.92 | 8 | 0 | 16 | -7 | -6
CC1CCC2(CC1)NC(=O)N(CC(=O)Nc1ccc3[nH]c(=O)[nH]c3c1)C2=O (stereo not drawn) | -5 | 1 | 17 | 0.98 | 2 | -1 | -4 | -7 | 4
Cc1ccc2oc(=O)c3cnn(CC(=O)N(CCC(C)C)Cc4ccco4)c3c2c1 | 5 | 16 | 10 | 0.99 | 1 | -4 | 9 | -2 | 11
CC(=O)Nc1c(N)c2ccccc2oc1=O | 0 | 2 | 17 | 0.95 | 4 | -4 | 14 | -5 | 18
CCCc1nnc(SCC(=O)N2CCCCC2C)n1CCOC (stereo not drawn) | 2 | -4 | 5 | 1 | -4 | -4 | -1 | -16 | -2
COc1cc(/C=C2\C(=N)N3N=C(S(C)(=O)=O)SC3=NC2=O)ccc1OC(=O)c1cccs1 | -1 | 23 | -2 | 0.92 | 8 | 2 | 8 | 1 | 18
Cc1ccccc1NC(=O)C1C2CC/C=C\CCC21 (stereo not drawn) | -1 | 19 | 4 | 0.93 | 7 | 6 | 20 | 0 | -3
CCCCN(C(=O)Cc1cccs1)c1nnc(-c2cccnc2)s1 | -1 | 11 | 41 | 0.94 | 6 | -4 | 6 | -5 | 16
Nc1nonc1-c1nc2ccccc2n1CC(=O)N1CCN(c2ccc(F)cc2)CC1 | 3 | 6 | 11 | 1 | -4 | 3 | -20 | 3 | -26
O=C(Cn1cnc2ccccc21)N/N=C/c1ccco1 | -1 | 10 | 10 | 0.99 | 1 | 3 | -12 | 1 | 6
COc1ccc(/C(N)=N/OC(=O)Cc2ccc(OC)c(OC)c2)cc1 | -1 | 0 | -8 | 0.98 | 2 | 3 | 13 | -3 | 16
CCCCn1c(-c2nn(C)c(C)c2Cl)n[nH]c1=S | -4 | 22 | 12 | 1 | 0 | -4 | 19 | 40* | -21
O=C1NC(=O)/C(=C/c2ccccc2Cl)N1 | -2 | 7 | 3 | 0.92 | 8 | 0 | -5 | -3 | -19
CC1CCCCC1NC(=O)C1CCC(CNS(=O)(=O)c2cccc3cccnc23)CC1 (stereo not drawn) | 1 | 3 | 17 | 0.98 | 2 | 0 | -6 | -3 | 8
Cc1nn(-c2ccccc2)c(C)c1NC(=O)COC(=O)c1cc(Cl)ccc1O | -3 | 35 | 21 | 1.1 | -7 | 2 | 14 | -3 | -3
Cc1csc2c(=O)n(CCO)c(=O)[nH]c12 | 0 | -13 | 12 | 1 | -1 | 0 | -2 | -2 | 11
O=C(c1cccc(N2CCCC2=O)c1)N1CCN(c2cccc(Cl)c2)CC1 | -5 | -6 | 4 | 0.99 | 1 | -1 | 14 | -1 | -12
CCC(OC(=O)CN1C(=O)c2ccccc2C1=O)C(=O)NC1CCCC1 (stereo not drawn) | 2 | -1 | 10 | 1.1 | -6 | 8 | 4 | 1 | 6
COc1ccc2c(c1)c(N=O)c(O)n2C | -1 | 5 | 10 | 1.1 | -5 | 1 | -4 | 12 | 1
O=C1CCCN1CCCNS(=O)(=O)c1ccccc1 | -2 | 10 | -4 | 1 | -1 | 3 | 3 | -2 | -9
COCCN(C(=O)c1snc(C(N)=O)c1N)C(C(=O)NC1CCCCC1)c1ccc(F)cc1 (stereo not drawn) | -3 | 13 | 2 | 0.99 | 1 | -5 | 10 | -3 | -5
CCCCCc1c(C)[nH]c2nc3ccccc3n2c1=O | 1 | 24 | -1 | 0.95 | 5 | -2 | 26 | -6 | -32
CC(C)(C)NC(=O)NC12CC3CC(CC(C3)C1)C2 | 0 | -12 | 7 | 0.98 | 2 | 3 | 6 | -2 | -17

# Sorted by formula weight (lowest first): some entries from above.
mol | MIN6 prolif | tim10-1 inh | NLRP3 yeast inh | mIAP activ | mIAP block | APOBEC3A inh | TIM10 inh | A3G deaminase | hIAP block
COC(=O)c1[nH]c2cccc(OC)c2c1NC(=O)CN1CCN(c2cccc(OC)c2)C(C)C1 (stereo not drawn) | 0 | 6 | 20 | 1 | -2 | -1 | 12 | -6 | -13
COCCN(C(=O)c1snc(C(N)=O)c1N)C(C(=O)NC1CCCCC1)c1ccc(F)cc1 (stereo not drawn) | -3 | 13 | 2 | 0.99 | 1 | -5 | 10 | -3 | -5
CCOC(=O)C1CCN(C2=C(NS(=O)(=O)c3ccc(Cl)cc3)C(=O)c3ccccc3C2=O)CC1 | -2 | 19 | 3 | 1 | -4 | 0 | 7 | -3 | 11
